GRK2 aptamer HTS – human GRK2 inhibition via aptamer displacement | P25098 | bead flow cytometry, FAM-aptamer displacement from GRK2 | inhibition of aptamer binding, % at 10 µM | actives 0.59% (n = 330,000) | AID 488847;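 active = inhibition of aptamer binding above 40%, roughly 3 SD of noise, on plates passing a quality check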;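 note: median bead fluorescence of bound FAM aptamer so fluorescent compounds give negative values; no value below 0 was filed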
Fam108B inh – blocks mouse Fam108B hydrolase in RBBP9 counter-screen; AID 1947; inhibition, % at 9.51 µM; recombinant Fam108B, FP-Rh probe fluorescence polarization; actives 0.33% (n = 300,000);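 active = inhibition above the screen mean inhibition plus 3 SD, computed separately per campaign, cut at about 18% in these data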;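 note: inhibitors lower polarization as less probe binds the enzyme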
MCL1-BIM inh – inhibitors of human MCL1 binding to BIM-BH3 peptide; Q07820; GST-MCL1 / FITC-Bim-BH3 fluorescence polarization; inhibition, % at 10.9 µM; actives 0.68% (n = 320,000);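 active = inhibition above the mean inhibition of all tested compounds plus 3 SD, set per campaign, cut at about 40% in these data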;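 note: 0% = DMSO wells and 100% = unlabeled Bim-BH3 peptide control; higher means more loss of mP so more displacement of Bim peptide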
Target sequence (Q07820 whole entry, looked up): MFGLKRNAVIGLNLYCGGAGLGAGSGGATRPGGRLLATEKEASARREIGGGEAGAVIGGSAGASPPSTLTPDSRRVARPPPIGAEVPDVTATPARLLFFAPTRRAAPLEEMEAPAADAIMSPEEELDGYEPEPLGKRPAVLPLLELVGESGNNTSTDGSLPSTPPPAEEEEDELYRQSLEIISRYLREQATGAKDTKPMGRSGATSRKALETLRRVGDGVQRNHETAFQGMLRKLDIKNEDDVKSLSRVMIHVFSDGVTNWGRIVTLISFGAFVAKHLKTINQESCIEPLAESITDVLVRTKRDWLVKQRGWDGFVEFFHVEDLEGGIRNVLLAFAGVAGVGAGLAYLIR
VLA-4 inh – inhibition in a human VLA-4 binding assay. P13612. VLA-4 expressing cells, ligand binding flow cytometry. inhibition, % (about 7 µM as worked out from the volumes in the protocol). actives 0.2% (n = 330,000). AID 2557; in the data active = inhibition above about 50%
Bcl-xL primary – inhibitors of human Bcl-xL. Q07817. GST-Bcl-xL / FITC-Bim BH3 peptide fluorescence polarization. inhibition, % at 10.9 µM. actives 0.7% (n = 320,000);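 active = inhibition above the mean of all tested compounds plus 3 SD, cutoff set per campaign, cut at about 30% in these data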;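 note: 0% = DMSO wells and 100% = unlabeled Bim-BH3 peptide competitor; inhibitors lower millipolarization by displacing the labeled peptide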
GLD-1 TGE inh – GLD-1-TGE RNA interaction inhibition (C. elegans). AID 2280. Q17339. purified GLD-1 + fluorescein TGE RNA, fluorescence polarization. inhibition, % at 5.96 µM. actives 0.44% (n = 320,000);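 active = percent inhibition above a per-plate cutoff, the plate mean of test compounds plus 3 SD, cut at about 30% in these data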;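 note: 0% = DMSO wells with GLD-1 and probe and 100% = wells lacking GLD-1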
Target sequence (Q17339 whole entry, looked up): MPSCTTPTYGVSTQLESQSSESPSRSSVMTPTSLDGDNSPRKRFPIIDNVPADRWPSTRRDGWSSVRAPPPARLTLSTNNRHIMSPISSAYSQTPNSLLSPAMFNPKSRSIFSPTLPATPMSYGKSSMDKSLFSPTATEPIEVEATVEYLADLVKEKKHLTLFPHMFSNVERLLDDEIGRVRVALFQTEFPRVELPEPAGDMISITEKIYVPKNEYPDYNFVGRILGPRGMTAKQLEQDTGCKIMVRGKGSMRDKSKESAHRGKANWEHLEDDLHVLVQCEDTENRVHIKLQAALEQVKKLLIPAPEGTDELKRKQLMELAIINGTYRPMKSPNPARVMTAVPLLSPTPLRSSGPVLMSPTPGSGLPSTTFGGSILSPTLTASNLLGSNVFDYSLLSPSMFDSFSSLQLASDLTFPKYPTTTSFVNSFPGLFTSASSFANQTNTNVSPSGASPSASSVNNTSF
CIT2 TOR yeast – modulators of TOR pathway CIT2-GFP in S. cerevisiae. actives 0.065% (n = 320,000). AID 2029. GFP response vs DMSO, % at 10 µM. S. cerevisiae CIT2-GFP strain, flow cytometry, 3 h; 100 means same as DMSO wells;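 active = GFP response relative to DMSO above a set limit, near the screen mean plus 3 SD, cut at about 150% in these data; inconclusive = Fewer than 70 cells measured for a yeast strain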;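 note: ratio of well median GFP fluorescence to mean of DMSO wells on the plate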
MEX-5 binding – C. elegans MEX-5 TCR-2 RNA binding activity | Q9XUB2 | MEX-5/FITC-TCR2 RNA binding, fluorescence polarization; active compounds read low | activity score (negative = inhibition of binding), % at 10 µM | actives 0.38% (n = 300,000) | AID 1832;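 active = inhibition past about -25% in most replicates, and total fluorescence under double the plate's negative control median, limit read from the data; inconclusive = replicates evenly split on the limit, or fluorescence at least double controls; inactive = too little inhibition in most replicates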;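 note: 0% = DMSO and -100% = 5 µM competing unlabeled TCR2 RNA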
AGP1-GFP MLPCN – modulators of TOR pathway AGP1-GFP in S. cerevisiae. GFP response vs DMSO, % at 10 µM. actives 0.02% (n = 320,000). S. cerevisiae AGP1-GFP multiplex flow cytometry, 3 h; GFP as percent of DMSO wells;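 active = GFP response relative to DMSO above a set limit, near screen average plus 3 SD, cut at about 150% in these data; inconclusive = fewer than 70 cells counted for the yeast strain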;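 note: median GFP channel fluorescence of the gated AGP1 strain per well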
Numbers without * were called inactive; ? = inconclusive; / = not tested or not shown; [ ] = dose if it differs, or a comment. This is a subset, so the mix of outcomes need not match the whole.

SMILES	GRK2 aptamer HTS	Fam108B inh	MCL1-BIM inh	VLA-4 inh	Bcl-xL primary	GLD-1 TGE inh	CIT2 TOR yeast	MEX-5 binding	AGP1-GFP MLPCN
Cc1ccc(S(=O)(=O)NC(Cc2cnc[nH]2)C(=O)O)cc1 (stereo not given)	3	0	7	26	3	3	95	-0.5	95
CN1CSC(=S)N(C)C1	0	1	20	9	12	-1	108	2.6	107
CC(C)(C)P(=O)(N1CCOCC1)N1CCOCC1	2	2	4	3	5	3	97	-2.5	106
CCCCn1c(=O)c(C(=O)Nc2nnc(C(C)C)s2)c(O)c2ccccc21	0	-2	1	20	3	0	95	0.6	97
CCN(CC)c1ccc(N=Cc2c(O)[nH]c(=O)[nH]c2=O)cc1	1	-1	15	-2	17	11	112	-7.0	108
Cc1ccc(-c2cc(-c3ccccc3)cc(-c3ccccc3)[n+]2-c2ccccc2)cc1	0	1	-4	-1	2	6	99	0.2	106
CN1CCN(c2ncnc3nc[nH]c23)CC1	1	-1	-7	-3	-1	-1	99	0.5	100
C=CCn1c(O)c(C(CC)=NCCN2CCN(C(=S)NC)CC2)c(=O)[nH]c1=O	0	-3	-2	22	0	3	101	2.5	108
CCCCC/C(=N\O)c1c[nH]c2ccccc12	0	0	2	7	1	3	84	-1.3	91
CC(C)n1c(=O)c(C=Nc2cccc([N+](=O)[O-])c2)c(O)n(CCc2ccccc2)c1=O	0	-1	-79	12	-37	-46	106	2.4	99
COc1ccccc1N1CCN(Cc2cnc(-c3ccccc3)[nH]2)CC1	0	2	5	8	0	1	96	-5.5	104
CCCNC(=O)c1c(N)n(Cc2ccco2)c2nc3ccccc3nc12	1	3	31	-5	29	17	?	-1.7	23[may fluoresce violet]
O=C(CNC(=O)OCc1ccccc1)NCC(=O)Nc1ccc(Br)cc1C(=O)c1ccccc1	0	-2	-7	37	0	4	96	0.6	103
O=[N+]([O-])c1ccc(N2CCCC2)c(F)c1Br	3	0	3	-7	5	0	88	2.0	92
COc1ccc(S(=O)(=O)NC(CC(=O)N2CCC3(CC2)OCCO3)c2ccco2)cc1 (stereo not given)	0	-2	-2	1	3	-10	99	-1.6	100
CC(=O)Cc1ccc(OC(C)C)cc1	0	4	11	-5	8	0	115	-2.4	107
COc1ccc(-[n+]2c(-c3ccccc3)cc(-c3ccccc3)cc2-c2ccccc2)cc1	/	-3	7	/	3	4	/	1.9	/
NC(C(=O)O)c1cc(=O)[nH]o1 (stereo not given)	1	-4	-2	2	1	-1	85	/	91
O=C(c1ccc2c(c1)N(Cc1ccc(F)cc1)CCS2)N1CCC2(CC1)OCCO2	3	0	9	-3	0	-3	100	1.0	103
Cc1ccc(C(=O)NC2CC3CCC(C2)N3)cc1 (stereo not given)	5	2	5	0	8	-4	96	-1.0	99
COc1ccc2c(c1)c(CCN)c(C)n2Cc1ccccc1	0	5	-3	7	8	9	/	-2.0	/
O=C(Nc1ccccc1)N1CC2CC(C1)c1cccc(=O)n1C2 (stereo not given)	2	1	8	-3	2	5	97	-4.9	103
COc1cc2c(cc1OC)-c1c(OC)c(OC)c(OC)c3ccnc(c13)C2=O	/	8	55*	/	52*	41*	/	-83*	/
CCCCCn1c(N)c(C(=O)NCc2cccs2)c2nc3ccccc3nc21	4	5	3	2	8	0	/	-0.3	106
N#CC1=C(N)Oc2cc(O)ccc2C1c1ccc2c(c1)OCO2 (stereo not given)	1	-1	11	9	4	12	105	0.0	105
CSC1=NP(=S)(SC)N2CCCC2=C1C#N (stereo not given)	1	1	1	7	2	3	104	0.5	100
COc1ccc2c(c1OC)CN1CCc3cc4c(cc3C1C2)OCO4 (stereo not given)	1	1	5	6	9	-7	103	-4.5	99
COC(=O)C1=C(c2ccc(S(C)(=O)=O)cc2)C[C@@H]2CC[C@H]1N2C(=O)NCc1ccc(C(F)(F)F)cc1	1	3	0	19	3	3	99	3.5	106
O=C(c1csc2c1CCCCC2)N1CCC2(CC1)OCCO2	5	-1	3	-3	4	-4	94	-0.2	101
CC(C)c1ccc(N2C(=O)NC(=O)/C(=C\C=C\c3ccco3)C2=O)cc1	11	2	-56	6	-55	-62	98	4.7	102
CN1CCN(Cc2cc3c(cc2[N+](=O)[O-])OCO3)CC1	1	4	14	3	5	8	104	0.7	107
Cc1cccc(N2C(=O)NC(=O)C3(Cc4cc(C)ccc4N(C)C3)C2=O)c1 (stereo not given)	5	-1	-12	-7	-6	4	95	0.1	98
CCCCn1c(O)c(C=NCCCN(CC)CC)c(=O)[nH]c1=O	0	-9	-7	-1	1	-1	105	-1.7	107
N=Cc1c(O)n(-c2cccc(Cl)c2)c(=O)[nH]c1=O	0	-1	-4	20	-8	6	102	1.1	99
CN(C)C(=O)Oc1ccc(C(=O)c2ccccc2)cc1	1	3	5	10	1	-1	103	-2.3	107
CCOC(=O)C1=CC(=C2C(=O)N(CC)C(=S)N(CC)C2=O)c2ccccc2O1	4	-3	-3	-13	-6	-8	99	3.1	95
Cc1cc(OCC(=O)NCC(O)c2ccccc2)c2c3c(c(=O)oc2c1)CCC3 (stereo not given)	0	-3	15	7	4	-8	91	0.7	89
Cc1cc(/C=C2\C(=O)NC(=O)N(c3ccc(Cl)cc3)C2=O)c(C)n1-c1sc2c(c1C#N)CCCC2	0	-1	-12	-3	-15	-12	97	5.3	89
C[Se]C[C@@H](N)C(=O)O	0	1	7	11	7	4	?	/	70[may fluoresce red and violet]
O=c1c2ccccc2nc(/C=C/c2ccc(O)c(O)c2)n1-c1ccccc1	5	-10	19	-62	2	-37	93	5.0	83
CN1C(=O)C(=Cc2ccc(OCCN(C)c3ccccn3)cc2)C(=O)N(C)C1=O	0	-5	-8	0	-4	-5	75	0.9	91
CC1(C)NCCN2C(=O)CSC21 (stereo not given)	0	-2	2	-4	2	6	97	-1.6	98
COc1ccc(CN2CCCC(C(=O)c3cccc(Cl)c3)C2)cc1 (stereo not given)	1	-1	-6	17	3	-2	99	-1.2	102
CNS(=O)(=O)c1ccc(N=Cc2c(O)n(-c3ccccc3)c(=O)[nH]c2=O)cc1	0	8	-20	-5	-19	-24	107	5.6	103
O=C(c1cc([N+](=O)[O-])ccc1N1CCNCC1)N1CCOCC1	1	-1	1	/	1	4	102	-0.1	107
Cc1ccc(C)c(OCc2cc(C(=O)N3C[C@H]4C[C@@H](C3)c3cccc(=O)n3C4)no2)c1	2	-6	3	-2	7	7	/	1.1	96
Oc1cc2c(cc1CN1CCN(c3ccccc3)CC1)CCC2	1	-4	3	15	2	8	100	-1.5	104
COc1ccc(Br)cc1CNCCc1cccc(Cl)c1	0	1	4	-1	2	2	109	1.6	102
CN1CCN(c2ccc([N+](=O)[O-])c(N3CCCCC3)c2)CC1	1	3	-4	-1	-2	3	104	-1.2	105
Cc1cccc(N2C(=O)NC(=O)/C(=C\c3cnc(-c4ccccc4)nc3)C2=O)c1	0	3	-3	-11	0	-6	96	1.8	96
COc1ccc(NC(=O)CN2C3CCC2CC(O)(c2cccnc2)C3)cc1OC (stereo not given)	6	-3	-1	0	7	-8	96	1.3	99
CCOP(=S)(NN(Cc1ccccc1)C(=O)c1ccccc1)OCC	1	-1	7	19	4	3	104	-2.6	103
CCn1c(=O)n(CC(=O)N2CCC3(CC2)OCCO3)c(=O)c2ccccc21	1	-3	7	14	1	2	103	2.5	104
CCCCn1c(C)c(C(=O)OCC)c2c(CN3CCOCC3)c(O)ccc21	0	-1	3	15	4	-2	99	-3.4	100
O=c1[nH]c(=O)n(Cc2ccco2)c(O)c1C=NCc1cccs1	3	0	4	0	1	3	95	-4.4	97
CCC(C)n1c(O)c(C=NC(C)c2ccccc2)c(=O)[nH]c1=S (stereo not given)	2	2	11	-3	4	2	93	5.7	103
COC(=O)C1=C(c2ccccc2OCc2ccccc2)C[C@@H]2CC[C@H]1N2C(=O)NCc1cccc(C(F)(F)F)c1	0	/	9	-5	12	-3	103	/	101
CCC1(OC(=O)CN)C(=O)OCc2c1cc1n(c2=O)Cc2cc3ccccc3nc2-1 (stereo not given)	0	2	0	8	6	4	96	0.8	91
CC(C)Cc1[nH]c(=O)c(C#N)c2c1CCC2	26	-2	-1	1	4	3	111	-1.3	102
COC(=O)C1=Nc2ccccc2/C1=C\c1c(O)n(-c2ccc(Br)cc2)c(=O)[nH]c1=O	5	4	-19	-18	-14	-11	93	/	91

Following part:
SMILES	GRK2 aptamer HTS	Fam108B inh	MCL1-BIM inh	VLA-4 inh	Bcl-xL primary	GLD-1 TGE inh	CIT2 TOR yeast	MEX-5 binding	AGP1-GFP MLPCN
CCN1c2nc3ccccn3c(=O)c2CC2(C(=O)N(C)C(=O)N(C)C2=O)C1C (stereo not given)	0	-1	6	10	5	4	99	-1.1	105
CCCCCn1c(=O)c(C(=O)Nc2ncccc2C)c(O)c2ccccc21	0	1	3	4	2	0	103	0.5	96
Cc1ccc(C)c(-n2c(C)nc3ccccc3c2=O)c1	2	-2	4	-9	4	-17	92	-2.9	101
O=S1(=O)CCN(CCc2c[nH]c3ccccc23)CC1	3	-1	-8	19	0	4	99	-0.3	95
COC(=O)C1=C(c2ccc(F)cc2F)C[C@@H]2CC[C@H]1N2C(=O)NCC1CC1	1	/	6	36	11	1	100	/	101

Screening results deposited in PubChem by several laboratories.
